Screening data deposited in PubChem by National Center for Advancing Translational Sciences (NCATS).
PTHR1 agonist: PTHR1 (human) receptor agonism. Q03431. 410,000 compounds, 0.075% hits. Potency, µM (doses to about 115 µM), for the others: at the highest dose activation, most hits filed as activators. HEK293 GP2 PTHR1 cells, GloSensor cAMP luminescence, 1 h; note: potency is the fitted concentration of half-maximal effect; nearly all actives have a fitted effect of over 55% in size; some results filed as inactive show a strong effect at the top dose; inactives centre near -15; many of its hits are not listed in these tables
Target sequence (Q03431 whole entry, looked up): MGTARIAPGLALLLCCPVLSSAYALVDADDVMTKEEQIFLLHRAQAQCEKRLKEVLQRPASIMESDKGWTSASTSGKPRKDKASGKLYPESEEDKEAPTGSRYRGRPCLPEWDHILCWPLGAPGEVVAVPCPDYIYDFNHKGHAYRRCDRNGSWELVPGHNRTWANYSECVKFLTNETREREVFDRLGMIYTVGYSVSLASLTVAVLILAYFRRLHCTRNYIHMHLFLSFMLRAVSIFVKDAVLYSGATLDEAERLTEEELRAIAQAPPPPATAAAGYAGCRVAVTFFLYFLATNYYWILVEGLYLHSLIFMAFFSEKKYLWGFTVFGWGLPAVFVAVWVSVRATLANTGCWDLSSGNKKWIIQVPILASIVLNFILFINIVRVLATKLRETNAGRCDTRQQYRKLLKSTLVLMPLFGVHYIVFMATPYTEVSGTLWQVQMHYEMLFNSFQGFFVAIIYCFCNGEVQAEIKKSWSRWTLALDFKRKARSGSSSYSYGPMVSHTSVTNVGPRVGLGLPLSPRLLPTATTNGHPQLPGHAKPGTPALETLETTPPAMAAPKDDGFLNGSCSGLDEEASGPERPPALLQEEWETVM
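HEK-293-derived GP2 cells expressing PTHR1 and a GloSensor cAMP reporter, 3,000/well, plated overnight, given luciferin plus IBMX (each 0.5 mM as added) for 1 h at 37 °C, then compound for 1 h at 37 °C. Luminescence was read after 15 min at room temperature.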
TDP43 rescue: inhibitors of TDP-43 toxicity in yeast; TDP-43 expressing yeast growth rescue, BacTiter-Glo, 24 h; 410,000 compounds, 1.8% hits; AID 652104; Potency, µM (doses to about 46.1 µM), for inactives: at the highest dose growth rescue (activation), hits mostly activators; note: potency is the fitted concentration of half-maximal effect; % of control where 0% means no effect; nearly all actives have a fitted effect of over 50% in size
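Readout is BacTiter-Glo luminescence of cell growth, so inhibitors register as activators. TDP-43-expressing yeast at OD600=0.02 in galactose medium, after raffinose pregrowth to mid-log, were incubated with compound for 24 hr at 30 deg C.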
Akt phos inh: blocks phosphorylation of Akt; AID 651550; 360,000 compounds, 0.32% hits; Neuro2A IGF-stimulated pAkt S473 HTRF, 20 min; active compounds read low; activity change, % for hits at 50 µM; in the data active = activity change below about -80%; inconclusive = mostly about -51% to -80%; note: % is set by controls: 0 for no effect and ±100 for the full control effect
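Neuro2A cells in DMEM with 0.5% FBS, overnight at 37 deg C, given compound at single 50 µM final, then IGF (6 nM final) for 20 min at 37 deg C. Lysed; phospho-Akt Ser473 by HTRF after 24 h, 665/615 ratio.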
FUS yeast rescue: suppressors of FUS proteinopathy in yeast; Potency, µM (doses to about 76.6 µM), for inactives: top-dose growth rescue (activation), usual class: activators; AID 1347120; S. cerevisiae FUS-expressing, growth rescue, OD600, 24 h; 390,000 compounds, 0.24% hits;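 note: potency is the fitted concentration of half-maximal effect; plate controls were DMSO vehicle for no effect and reference control for full effect; nearly all actives have a fitted effect of over 55% in size; some results filed as inactive show a strong effect at the top dose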
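Yeast expressing FUS under galactose induction, OD 0.005 in 2% galactose medium; compounds in a dilution series, 24 h at 30C. Growth rescue by absorbance at 600 nm; CP55940 positive control, DMSO negative.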
GLP-1R inv ag: GLP-1 receptor (human) inverse agonism; P43220; Potency, µM (titrated, usually from 38.3 µM), for the others: at the highest dose activity change, negative = inhibition, actives largely listed as inhibitors; AID 624417; HEK293 GLP-1R CRE-luciferase, luminescence, 24 h; GLP-1R form is constitutively active; 410,000 compounds, 1.6% hits; note: potency is the fitted concentration of half-maximal effect; % is set by controls: 0 for no effect and ±100 for the full control effect; nearly all actives have a fitted effect of over 55% in size
Target sequence (P43220 whole entry, looked up): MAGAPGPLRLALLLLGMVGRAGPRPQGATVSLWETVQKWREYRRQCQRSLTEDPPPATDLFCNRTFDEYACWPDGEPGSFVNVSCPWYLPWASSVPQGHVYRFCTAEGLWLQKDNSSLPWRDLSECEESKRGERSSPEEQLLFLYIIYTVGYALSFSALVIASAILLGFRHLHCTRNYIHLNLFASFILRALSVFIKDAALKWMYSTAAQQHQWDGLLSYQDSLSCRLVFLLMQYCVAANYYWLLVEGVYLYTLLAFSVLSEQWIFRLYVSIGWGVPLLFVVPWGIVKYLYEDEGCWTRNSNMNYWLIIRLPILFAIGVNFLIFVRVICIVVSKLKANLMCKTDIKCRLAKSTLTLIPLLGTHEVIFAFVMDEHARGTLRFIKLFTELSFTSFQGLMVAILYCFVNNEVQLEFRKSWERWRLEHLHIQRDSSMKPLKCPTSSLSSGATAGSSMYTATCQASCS
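Luminescence readout: a drop in cAMP-driven luciferase signal flags inverse agonism at a constitutively active GLP-1R stably expressed in HEK293. Compound exposure lasted 24 hr at 37 deg C, 5% CO2.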
GLP1R ag: agonists of human GLP-1 receptor. HEK293 GLP-1R CRE-luciferase, luminescence, 4-6 h; cells express a hypersensitive GLP-1R form. Potency, µM (series often up to 45.6 µM), without a hit: at the highest dose activation, usual class: activators. 380,000 compounds, 0.007% hits; note: potency is the fitted concentration of half-maximal effect; % of control where 0% means no effect
Abeta yeast res: restores growth of yeast expressing A-beta42 peptide; yeast expressing A-beta42, growth rescue, OD600, 48 h; response scale: 0% DMSO, 100% iron-clioquinol control; Potency, µM (highest dose often 46.1 µM), for inactives: at the top dose growth rescue, usual class: activators; 410,000 compounds, 0.063% hits; AID 1347071; note: potency is the fitted concentration of half-maximal effect; nearly all actives have a fitted effect of over 55% in size
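Yeast growth medium received pinned compounds, then yeast cells expressing toxic A-beta were added; plates incubated at 30 C for 48 hr. Growth read as absorbance at 600 nm, normalized to DMSO and equimolar FeCl3 plus clioquinol controls.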
DRD3 antagonist: blocks the human D3 dopamine receptor; D3R cells, DiscoveRx beta-arrestin luminescence, antagonist mode; active compounds read low; max response, negative = inhibition, %; P35462; 360,000 compounds, 2.5% hits; AID 652054; in the data active = max response below about -50%; inconclusive = no clear call, values can overlap the other calls; note: % is set by controls: 0 for no effect and ±100 for the full control effect; mostly tested at two doses, the higher about 12 µM
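Cells expressing the human receptor were seeded at 1500 cells/well, incubated overnight at 37 degrees C in 5% CO2, then exposed to library compounds with dopamine controls for 90 minutes at 37 degrees C before luminescent detection.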
aSyn yeast inh: rescues yeast growth from alpha-synuclein toxicity. Yeast expressing alpha-synuclein, growth rescue, BacTiter-Glo, 24 h. Potency, µM (titrated, usually from 46.1 µM), without a hit: at the highest dose growth rescue (activation), actives largely listed as activators. 370,000 compounds, 0.14% hits. AID 652106; note: potency is the fitted concentration of half-maximal effect; % of control where 0% means no effect; nearly all actives have a fitted effect of over 65% in size
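Rescue of yeast growth: cells expressing toxic alpha-synuclein, induced in galactose at OD600 0.02, incubated with compound 24 h at 30 C. ATP luminescence quantified growth; inhibitors of toxicity appear as activators.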
Numbers without * were called inactive; i = inactive; ? = inconclusive; nt = no result given; & = joins results of further samples; [ ] = dose if it differs, or a comment. Unless noted, calls come from the whole dose curve; as a rule, active = well fitted curve in the direction sought with a large enough effect; inconclusive = small, poorly fitted or top-dose-only effect, or another doubt; inactive = no such curve, though single readings can be large; an effect the other way counts as inactive or inconclusive. The list is partial (hit frequency here may not be typical).

Under each structure – PTHR1 agonist | TDP43 rescue | Akt phos inh | FUS yeast rescue | GLP-1R inv ag | GLP1R ag | Abeta yeast res | DRD3 antagonist | aSyn yeast inh
1) COc1ccccc1-c1nnc(SCC(=O)O)n1-c1ccccc1
    i | -18.2% | i | -8.5% | -2.0% | -3.7% | -14.8% | 10.1 | -4.1%
2) N=c1ccn(Cc2ccccc2Cl)cc1
    -11.0% | 15.0% | i | -20.8% | ? | -17.1% | -3.8% | ? | -2.0%
3) CC1(C(=O)OCc2cc(=O)n3cc(Br)ccc3n2)CC1(Cl)Cl (configuration not stated)
    -24.3% | 8.4% | i | 10.9% | 10.2% | 34.6% | -3.8% | 6.7 | 15.6%
4) CC(C)Cc1[nH]c(=O)c(C#N)c2c1CCCC2
    i | 0.0% | i | 10.0% | 0.0% | 1.7% | -18.1% | 4.4 | -3.0%
5) O=[N+]([O-])c1ccc(CN2CCN(c3ccc4ccccc4n3)CC2)cc1
    -40.5%[inhibitor] | -9.7%[0.397 µM] | i | 20.4% | 1.6% | -0.1% | 3.0% | -11.0 | -5.7%
6) CC(=O)Nc1ccc(OC(=O)COc2ccc(Br)cc2)cc1
    i | -11.8% | i | 6.1% | 14.9% | 5.0% | 10.7% | 2.3 | -8.7%
7) COc1cc(-c2coc3c(C(=O)Nc4ccc(C(C)C)cc4)cccc23)ccc1O
    i | 0.0% | i | ? | ? | -2.6% | ? | 81.9 | 14.2%
8) Cc1ccc(S(=O)(=O)N/N=C/c2cnn(C)c2C)cc1
    ? | -10.8% | i | 31.2% | 0.6% | -6.0% | -20.2% | 0.0 | -14.9%
9) CCC(C)n1c(=N)c(C#N)cc2c(=O)n3cccc(C)c3nc21 (configuration not stated)
    -8.8% | 4.3% | i | -10.5% | 15.7% | -1.2% | -1.4% | -2.2 | -3.4%
10) CNC(=O)COC(=O)c1nc(-n2nc(C)cc2C)ccc1Cl
    i | -9.7% | i | -3.7% | 0.0% | -6.7% | -7.2% | 16.1 | 4.6%
11) COc1ccc(Nc2nc3c(S(=O)(=O)c4ccc(Br)cc4)nnn3c3ccsc23)c(OC)c1
    -30.3%[inhibitor] | -3.6% | nt | -4.0% | 11.6% | nt | -12.9% | nt | nt
12) Cc1cccc(-n2c(-c3ccccc3)c[nH]c2=S)c1C
    -1.3% | -22.2% | i | 30.9% | ? | -3.7% | ? | -1.2 | 14.3%
13) COc1cc(NC(=O)c2nc3ccccc3nc2C)cc(OC)c1OC
    i | 0.0% | nt | 10.2% | 5.3% | 3.0% | -6.9% | nt | nt
14) O=C(COC(=O)C12CC3CC(CC(O)(C3)C1)C2)Nc1ccc(Cl)cc1F
    -31.7%[inhibitor] | 5.9% | i | 8.7% | ? | 7.4% | 3.3% | -0.4 | 13.1%
15) Cc1cccc(OCCCOc2cccc3cccnc23)c1C
    -19.8% | -44.0%[inhibitor] | i | 15.5% | ? | 3.9% | -86.7%[inhibitor] | -54.0* | -23.0%
16) CC(C)(C)c1ccc(C(=O)NN=C2CCCC2)cc1
    i | 22.8% | i | 4.9% | -10.3% | 0.4% | 6.4% | ? | 0.3%
17) OC(COc1ccccc1)CN1CCN(C(c2ccccc2)c2ccccc2)CC1 (configuration not stated)
    ? | -12.6% | i | -14.1% | ? | 0.3% | 10.5% | -95.5* | 1.2%
18) O=C(Nc1ccc2oc(-c3cccc(F)c3)nc2c1)c1ccccc1F
    -20.0% | 8.3% | i | nt | 7.6% | 4.6% | -0.6% | 0.8 | 0.5%
19) Cc1sc2nc(CSc3ccc([N+](=O)[O-])c(C(F)(F)F)c3)[nH]c(=O)c2c1C
    i | 6.0% | i | -1.4% | -5.0% | -16.8% | 1.1% | 13.2 | 0.1%
20) O=C(CNC(=O)c1ccc2c(c1)OCO2)N/N=C/c1cccc([N+](=O)[O-])c1
    i | 8.5% | i | -30.3% | -5.3% | -4.2% | 6.0% | 13.4 | -1.5%
21) CN(C)c1ccc(CNC(=O)CN(C)S(=O)(=O)c2ccc3c(c2)c(=O)n(C)c(=O)n3C)cc1
    -20.7% | 3.2%&15.5% | i | -16.1%&-5.8% | 2.8%&6.9% | -1.7%&-0.8% | -5.4%&1.1% | -8.5 | -0.3%
22) CC(C)(C)C(=O)CN1C(=O)NC2(CCCc3ccccc32)C1=O (configuration not stated)
    -17.2% | 4.4% | i | 9.6% | -27.6% | 7.7% | -6.7% | 9.8 | 5.1%
23) O=C1c2ccccc2C(=O)N1OCCOCCOCCON1C(=O)c2ccccc2C1=O
    i | ? | i | -5.3% | -2.9% | -7.7% | 13.4% | 24.9 | 8.2%
24) CN1CCC(N(C)S(=O)(=O)c2ccc(NC(=O)c3cccc(C#N)c3)cc2)CC1
    -14.1% | 0.7% | i | -13.7% | -16.4% | 7.1% | 3.9% | -20.5 | -4.3%
25) CCCn1nc2cc(C(=O)NCCc3cccs3)ccc2c1OCC
    0.0% | 12.9% | i | 12.8% | -22.8% | 2.3% | 5.1% | 7.7 | 8.9%
26) COCCn1c(SCC(=O)NNC(=O)c2ccc(OC)c(OC)c2)nc2ccccc2c1=O
    -24.7% | 10.4% | i | -9.0% | 2.0% | 3.1% | 12.3% | 6.4 | 4.9%
27) Cc1ccc(-c2c(C(=O)N3CCN(c4cccc(C)c4C)CC3)oc(=O)c3ccccc23)cc1
    -19.5% | 0.6% | nt | 18.1% | 11.0% | 0.5% | 1.8% | nt | nt
28) Cc1ccc(OCc2cc(=O)n3cc(C)sc3n2)c(NC(=O)c2ccco2)c1
    -21.5% | 13.6% | nt | -0.5% | 11.3% | nt | -10.2% | nt | nt
29) N/C(Cc1ccc(Cl)cc1Cl)=N\OC(=O)Cc1cccs1
    i | -93.0%[inhibitor] | i | -1.8% | ? | 6.1% | -91.5%[inhibitor] | 14.0 | -3.7%
30) COc1ccc(NC(=O)CCS(=O)(=O)c2cc3c4c(c2)CCN4C(=O)CC3)cc1OC
    7.3% | 9.8% | nt | 9.6% | -2.2% | nt | -6.7% | nt | nt
31) Cc1ccc(C)c(OCc2cc(C(=O)N3CCNC(=O)C3)no2)c1
    i | 9.4% | i | 7.5% | -7.0% | 5.1% | 2.6% | 0.7 | 1.8%
32) Clc1nc(NCc2ccco2)nc(N2CCCCC2)n1
    -23.1% | -0.7% | i | -24.8% | 1.9% | 17.2% | -9.1% | 0.6 | -7.7%
33) CCCOc1ccc(Nc2nc(SC)ncc2C(=O)OCC)cc1
    2.4% | 14.9% | nt | 17.5% | 16.7% | nt | 8.2% | nt | nt
34) COc1ccccc1NC(=O)c1coc(=O)c(Br)c1
    -46.3%[inhibitor] | -7.0% | i | 15.7% | 66.7%[activator] | -0.8% | 4.4% | -9.9 | -5.2%
35) CCCCCCc1nc(C(N)=O)c2[nH]c(=O)n(-c3ccc(OC)cc3OC)c2n1
    i | -4.0% | i | ? | ? | 3.4% | 15.3% | -19.9 | 3.4%
36) COC(C/C=C\[C@@H](O)[C@@H](C)OCc1ccccc1)OC
    -16.0% | -9.6% | i | -15.5% | 0.6% | 4.4% | 3.5% | -12.6 | -4.0%
37) O=c1c2ccccc2c(-c2ccccc2)nn1Cc1c(Cl)cccc1Cl
    4.2%[57.5 µM] | -13.7% | i | -9.8% | -6.8% | -0.4% | 5.5% | -21.4 | -21.4%
38) Cc1ccc(CNS(=O)(=O)c2ccc(Br)s2)cc1
    i | ? | i | -8.1% | ? | -0.4% | -6.7% | 2.4 | 14.5%
39) CCc1nc2c(OCc3cccc(Cl)c3)cccn2c1N(C)C(=O)CC(C)C
    -17.8% | 24.3% | i | 3.2% | ? | 14.5% | -4.9% | -20.6 | -9.6%
40) Cc1cccc(C)c1NC1=NC(=S)N(c2ccc(C(=O)O)cc2)C12CCCCC2
    -16.3% | ? | i | 7.0% | -7.3% | -0.8% | 22.1% | -9.8 | 1.3%
41) CCn1nnc2cc(C(=O)NCCc3ccccc3F)ccc21
    -27.6% | -2.9% | i | 17.6% | ? | -6.5% | ? | 0.1 | -9.4%
42) COc1cc(OC)cc(C2=Cc3ccccc3C(CC(C)=O)N2c2ccc(C#CC3(N)CCCCC3)cc2)c1 (configuration not stated)
    -43.4%[inhibitor] | ? | i | ? | ? | -22.2% | ? | 61.1 | -28.1%
43) OC(c1ccc(F)c(F)c1)c1nc(-c2ccncc2)cs1 (configuration not stated)
    -13.0% | 19.1% | i | -15.1% | 12.0% | -2.4% | 4.9% | 23.9 | 1.7%
44) CC(=O)c1ccc(NC(=O)c2ccc(S(=O)(=O)c3ccccc3)cc2)cc1
    -35.6%[inhibitor] | -15.0% | i | 15.8% | -2.5% | 9.1% | -10.1% | 8.5 | -3.6%
45) Cc1nc2c(c(C)c1CCC(=O)Nc1ccc(F)cc1)c(=O)n(C)c(=O)n2C
    -3.0% | 4.5% | nt | -24.1% | 2.7% | 1.2% | -16.0% | nt | nt
46) COc1ccc(C(=O)Nc2ccc3nc(N4CCOCC4)sc3c2)cc1OC
    -32.0%[inhibitor] | 11.9% | i | 7.1% | 1.7% | 23.8% | -3.2% | -9.9 | -0.5%[1.84 µM]
47) CC(=O)COC(=O)CCc1nc2ccccc2[nH]c1=O
    i | -2.6% | i | -7.2% | 14.6% | -2.7% | -4.1% | -4.4 | 1.0%
48) O=C(/C=C/c1ccccc1)c1ccccn1
    -43.1%[inhibitor][57.5 µM] | 16.5% | -119.3%* | 22.1% | 0.2% | -2.7% | -25.2% | -28.1 | -5.7%
49) Cc1cc(C(=O)Nc2ccccn2)no1
    i | 2.9% | i | 25.2% | 0.0% | -0.5% | 17.9% | 15.2 | 1.5%
